# CYP2C19 activ = human CYP2C19 activators, primary screen, biochemical, luminescence; Cytochrome P450 2C19 (Homo sapiens), P33261; recombinant CYP2C19, luciferin-H EGE luminescence; active compounds read high; 0 = fully inhibited enzyme, 1 = untreated enzyme; activation factor at 5 µM; 96,000 tested, under 10 active; AID 1025, 2008;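 active means activation factor of at least 2 at 5 µM in the primary screen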;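 further: 0 = wells with 2.5 mM tranylcypromine and 1 = vehicle-only wells; values of inactives mirror those of a sister screen read the other way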
# Mac1 fbg inh = inhibitors of CD11b/CD18 adhesion to fibrinogen, primary screen, K562 cells, luminescence; ATPlite luminescence; Mn2+ added to activate the integrin; inhibition, % at 10 µM; 93,000 tested, 0.54% active;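 active means primary inhibition of 50% or more at 10 µM, then 40% or more on retest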; further: some results filed as inactive read as strong as hits
# Target sequence (P05107 whole entry, looked up, other chains not shown): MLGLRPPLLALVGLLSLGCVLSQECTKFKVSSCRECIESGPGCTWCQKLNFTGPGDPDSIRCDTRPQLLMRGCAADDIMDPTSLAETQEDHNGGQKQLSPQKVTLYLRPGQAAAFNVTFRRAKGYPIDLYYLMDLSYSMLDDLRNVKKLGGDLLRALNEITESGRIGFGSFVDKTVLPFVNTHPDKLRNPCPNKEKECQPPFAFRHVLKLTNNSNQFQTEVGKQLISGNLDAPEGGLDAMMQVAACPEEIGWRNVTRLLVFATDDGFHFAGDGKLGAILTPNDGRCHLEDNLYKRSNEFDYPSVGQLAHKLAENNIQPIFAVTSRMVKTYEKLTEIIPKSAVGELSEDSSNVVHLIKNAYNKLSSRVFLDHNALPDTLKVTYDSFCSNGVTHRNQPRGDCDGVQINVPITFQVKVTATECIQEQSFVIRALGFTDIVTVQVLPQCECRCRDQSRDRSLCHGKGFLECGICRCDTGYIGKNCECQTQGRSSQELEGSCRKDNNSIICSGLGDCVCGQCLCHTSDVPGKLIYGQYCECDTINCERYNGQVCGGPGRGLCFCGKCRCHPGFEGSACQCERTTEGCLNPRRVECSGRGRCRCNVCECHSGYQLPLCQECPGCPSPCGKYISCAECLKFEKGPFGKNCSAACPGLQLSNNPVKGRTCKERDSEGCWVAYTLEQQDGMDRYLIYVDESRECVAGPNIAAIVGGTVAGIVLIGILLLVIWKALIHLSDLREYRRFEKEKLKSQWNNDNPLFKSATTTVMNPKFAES
# HUVEC inhibit = inhibitors of HUVEC proliferation, primary screen, cell-based, 384-well. viability, % at 10 µM (by protocol). 86,000 tested, 1.1% active. AID 648, 2007. CellTiter-Glo luminescence, 72 h; active compounds read low;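 active means viability at or below 30%; inactive means viability above 30%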;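 further: 100% = median luminescence of DMSO-only cell control wells on each plate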
# H69AR inhibit = proliferation blockers of H69AR lung cancer cells, primary screen, cell-based, human, 86K library; 85,000 tested, 6% active; viability, % at 10 µM; H69AR lung tumor viability, ATP luminescence, 72 h; active compounds read low;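 active means viability at or below 40%; inactive means viability above 40%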;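 further: multidrug resistant small cell line overexpressing MRP-1 efflux transporter; 100% = mean luminescence of untreated control wells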
# Fibroblast inh = antiproliferative effect on LL 47 fibroblasts – human, LL 47 cells, CellTiter-Glo luminescence, primary screen; 85,000 tested, 1.1% active; viability, % at 10 µM; LL 47 human lung fibroblast viability, ATP luminescence; active compounds read low;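 active means viability at or below 50% in the single dose screen; inactive means viability above 50%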;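 further: compound exposure lasted 72 h before the ATP readout; 100% = median luminescence of untreated cell-only wells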
#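 Material: human lung fibroblast line LL 47, low passage; Evaluation: viability percentage against median untreated-cell control; Buffer or medium: 15% FBS in IMEM; Incubation: 72 h compound exposure at 37 °C after overnight plating; Dosing: 0.1% DMSO in all compound wells; Measured by: CellTiter-Glo luminescence.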
# CD11b adhes enh = enhancers of CD11b/CD18 adhesion to fibrinogen, primary screen, K562 cells, luminescence | ATPlite luminescence | AID 1499, 2009 | Integrin beta-2 (Homo sapiens) + Integrin alpha-M (Homo sapiens), P05107+P11215 | activation, % at 10 µM | 93,000 tested, 0.07% active;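 active means 10 µM primary screen giving 50% or more activity, confirmed by 40% or more on retest at that dose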; further: strong numbers were not always called active
# ERa coact inh = ERα–SRC-1 coactivator interaction inhibitors, primary screen, biochemical, TR-FRET, ERα LBD, estradiol-bound; Estrogen receptor (Homo sapiens), P03372; TR-FRET ER-alpha LBD / SRC-1 peptide; inhibition, % at 25.6 µM; 86,000 tested, 1.7% active; AID 629, 2007; in the data active means inhibition above about 50%;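 further: 0% = receptor plus peptide control and 100% = peptide only without receptor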
# ERa SRC1 pot = enhancers of ERα–SRC-1 coactivator binding, primary screen, biochemical, TR-FRET, ERα LBD, low estradiol | Estrogen receptor (Homo sapiens), P03372 | TR-FRET ERalpha-LBD/SRC-Cy5 coactivator binding, 2 h; 100 = basal binding, no effect | coactivator binding (% of control), % at 25.6 µM | 86,000 tested, 1.3% active; in the data active means activity above about 200%;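 further: binding measured in presence of low estradiol as agonist stimulus; 0% = peptide alone without receptor and 100% = receptor with peptide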
# CYP2C19 inhib = blockers of cytochrome P450 2C19 activity – biochemical, luminescence, ADME assay, primary screen. P33261. CYP2C19 Supersomes, luciferin-H EGE luminescence, 30 min. inhibition, % at 5 µM. 96,000 tested, 21% active. AID 778, 2007;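 active means CYP2C19 inhibition above a set limit at 5 µM in the primary screen, cut at about 50% in these data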;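 further: plate controls were negative control wells for no effect and 2.5 mM tranylcypromine positive control for full effect; values of inactives mirror those of a sister screen read the other way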
# Active calls of the source: *; nt = not tested or not shown; [ ] = another dose, or the depositor's remark.
SMILES,CYP2C19 activ,Mac1 fbg inh,HUVEC inhibit,H69AR inhibit,Fibroblast inh,CD11b adhes enh,ERa coact inh,ERa SRC1 pot,CYP2C19 inhib
CCCNC(=O)CCc1c(C)nc2nc(-c3cc(OC)cc(OC)c3)nn2c1C,1.1,5.7,96.6,86.4,101.1,-1.1,0.4[fluorescence artefact?],103.5,-7.5
CCc1cccc(OCCOCCN2CCCC2)c1,0.9,-1.6,81.9,91.9,91.8,-5.0,9.2,97.7,9.2
Cc1ccc(-c2cc(C(=O)N/N=C/c3c(C)nn(C)c3C)c3ccccc3n2)cc1C,0.2,22.7,nt,nt,nt,6.8,nt,nt,81.0*
COc1ccc(CCC(=O)NCc2cnn(C)c2)cc1,0.8,-33.1,92.9,97.3,108.9,-5.0,-11.2,130.2,24.5
COc1ccc(C2(O)CCN(C(=O)c3ccc4c(c3)OCO4)CC2)cc1,0.7,-31.2,88.9,90.3,96.2,0.8,-2.8,120.2,30.1
Nc1ccc(C(=O)c2ccc3c(c2)OCCO3)cc1N,nt,nt,97.9,35.6*,96.5,nt,-8.0,116.3[fluorescence artefact?],nt
CSc1ccc(Cl)c(C(=O)NCC(C)C)c1,0.9,-7.8,87.3,104.8,93.1,-0.2,-6.4,84.1,13.4
CCOC(=O)Cn1c(-c2cccnc2Cl)nc2cc(C)c(C)cc21,1,-4.3,nt,nt,nt,-5.3,nt,nt,-3.8
CCN1C(=O)c2ccc(C(=O)NCc3ccc4c(c3)OCO4)cc2C1=O,nt,nt,97.8,99.9,98.1,nt,-3.4,107.2,nt
CC(C)OC(=O)CSc1nnc(-c2cccnc2)n1Cc1ccccc1,1.1,-8.4,103.3,85.4,99.4,1.3,7.8[fluorescence artefact?],114.6,-6.2
Nc1nc2n(n1)C(c1cccs1)CC(c1ccccc1)N2 (stereo not drawn),0.7,-17.4,93.1,86.0,94.4,-6.1,-3.9,116.3,27.6
Cc1n[nH]c(C)c1S(=O)(=O)N(CC(=O)N1CCc2ccccc21)c1ccc(C(C)C)cc1,0.8,-14.1,44.3,30.6*,63.0,1.3,54.2*[fluorescence artefact?],56.2[fluorescence artefact?],18.9
COc1cccc(-c2nnc(SCC(N)=O)n2-c2ccc(Cl)cc2)c1,0.8,-9.3,102.8,70.9,96.1,0.1,-0.5,89.9,16.8
COc1ccc(-n2cnc3cc(NCc4cccs4)ccc32)cc1,0.5,7.9,104.3,83.3,92.6,-1.4,-0.5,98.0[fluorescence artefact?],45.9
CCC(=O)N1c2ccccc2NC2=C(C(=O)CCC2)C1c1ccccc1 (stereo not drawn),1,0.8,90.7,92.6,95.9,-0.7,5.0,104.2,0.6

# Full records from above. Order of screens: CYP2C19 activ | Mac1 fbg inh | HUVEC inhibit | H69AR inhibit | Fibroblast inh | CD11b adhes enh | ERa coact inh | ERa SRC1 pot | CYP2C19 inhib
# COc1ccc(C2(O)CCN(C(=O)c3ccc4c(c3)OCO4)CC2)cc1 is entered as 0.7 | -31.2 | 88.9 | 90.3 | 96.2 | 0.8 | -2.8 | 120.2 | 30.1
# CSc1ccc(Cl)c(C(=O)NCC(C)C)c1 is entered as 0.9 | -7.8 | 87.3 | 104.8 | 93.1 | -0.2 | -6.4 | 84.1 | 13.4

# (next part)
SMILES,CYP2C19 activ,Mac1 fbg inh,HUVEC inhibit,H69AR inhibit,Fibroblast inh,CD11b adhes enh,ERa coact inh,ERa SRC1 pot,CYP2C19 inhib
Cc1c(NC(=O)c2cccc(NC(=O)c3ccco3)c2)cccc1C(=O)O,1,-12.5,98.2,96.4,98.3,4.9,-6.7,115.3,-2.5
CCN(CC)C(=O)C1CC(=O)N(c2ccc(OC)cc2)C1c1ccc(OC)cc1 (stereo not drawn),1,nt,89.0,86.5,96.4,nt,-6.8,102.3,1.0
CCOC(=O)N1CCC(NC(=O)c2cccc3c2C(=O)N(CCOC)C3)CC1,0.7,-8.8,111.0,86.5,91.7,2.6,-8.3,105.5,33.5
Cn1nnc2cc(C(=O)Nc3cccnc3)ccc21,0.9,1.6,97.3,88.4,107.8,-4.2,6.0,130.6,9.9
CC(=O)Nc1ccc(S(=O)(=O)N2CCN(Cc3ccccn3)CC2)cc1,0.9,-1.7,102.4,106.1,104.6,-5.9,-7.4,109.5,10.3
CCOC(=O)C1=C(N)OC2=C(C(=O)CC(C)(C)C2)C1c1ccco1 (stereo not drawn),0.8,0.9,93.8,95.0,105.3,-4.9,2.7,115.8,20.9
C/C(=N\O)C1(C)N(O)C(C)(C)C(c2ccco2)=[N+]1[O-] (stereo not drawn),nt,-5.9,78.7,90.8,87.5,7.9,-6.6,120.3,nt
O=C(CSc1nnc(Cc2cc(=O)[nH]c(=O)[nH]2)n1-c1ccc(Cl)cc1)NCC1CCCO1 (stereo not drawn),0.9,-8.3,97.5,93.5,98.5,-2.3,0.0[fluorescence artefact?],133.4,6.6
O=c1nc(NCc2ccco2)sc2ncccc12,1.1,-16.5,88.3,94.1,93.2,-1.9,1.7,93.6,-8.8
Nc1nnc(SCC(=O)Nc2ccccc2N2CCOCC2)s1,0.8,-2.7,89.0,88.0,97.9,6.2,-1.8,96.4,20.5
Cc1cc(C)nc(Sc2ccc3nnnn3n2)n1,0.9,-4.2,93.5,88.5,100.7,-0.8,3.0,118.3,5.9
COc1cccc(C2=NC(C)(C)NC(c3ccccc3O)C2)c1 (stereo not drawn),0.7,6.6,62.4,1.1*,87.7,3.7,-1.1[fluorescence artefact?],95.8[fluorescence artefact?],32.7
Cc1ccc(CN2C(=O)CCSc3ccc(Cl)cc32)cc1,0.6,18.3,nt,nt,nt,-6.8,nt,nt,35.9
Cc1cc(=O)oc2cc(OCC(=O)N3c4ccccc4CC3C)ccc12 (stereo not drawn),0.9,-12.7,56.9,23.6*,62.0,0.3,0.9,104.7,14.4
O=C(CSc1nnc(Nc2ccccc2)s1)Nc1ccc(S(=O)(=O)N2CCOCC2)cc1,1.1,32.8,96.9,97.4,93.3,-5.2,-0.7,141.7,-5.2
CCOc1ccc(NC(=O)c2cn(-c3ccc(OCC)cc3)c(=O)c3cc(OC)c(OC)cc23)cc1,0.8,-12.2,93.2,92.4,95.3,1.1,-5.3,102.5,19.9
NC(=O)C1CC(=O)N(c2ccc(OCC(=O)Nc3cccc(C(F)(F)F)c3)cc2)C1 (stereo not drawn),0.8,-2.0,103.8,95.1,93.3,8.3,1.4,104.5,17.1
COc1ccc(NC(=O)CCc2nc(-c3ccc(C)cc3)no2)c(OC)c1,0.8,-8.4,73.2,99.0,104.7,-1.8,2.2,86.2,23.5
Cc1cc(C(=O)OCC(=O)N2CC(=O)Nc3ccccc32)no1,1,1.4,109.5,104.7,97.5,-3.8,-6.4,120.1,1.7
Cc1ccccc1-c1nc(CN2CCC(C(=O)NCCCN3CCOCC3)CC2)c(C)o1,1.2,-4.0,nt,nt,nt,-2.1,nt,nt,-15.6
COc1cc(C2N(c3ccc(Cl)cc3)C(=O)C3CCCN32)cc(OC)c1OC (stereo not drawn),0.9,4.1,90.5,103.6,96.8,-3.4,-4.9,114.6,7.8
O=C(C1CCCO1)N1CCN(c2c3c(nc4cc(-c5ccc(F)cc5)nn24)CCC3)CC1 (stereo not drawn),0.9,-3.7,83.2,62.3,84.4,0.3,11.1,100.7,14.6
COc1ccccc1N1CCN(C(=O)c2cc(C3CC3)on2)CC1,0.2,0.7,102.7,93.7,109.9,-3.8,24.6,93.6[fluorescence artefact?],81.4*
CC(=O)c1ccc(N2CCN(C(=S)Nc3ccccc3)CC2)cc1,0.9,0.9,nt,nt,nt,0.6,nt,nt,8.2
CCC12CN3CC(CC)(CN(C1)C3c1ccc(OC(C)C)cc1)C2=O (stereo not drawn),0.9,-13.0,113.0,111.6,107.7,5.2,-4.6,95.8,12.9
Cc1ccc(C2CC(c3ccc(C)cc3)n3nc(N)nc3N2)cc1 (stereo not drawn),0.5,-6.3,nt,nt,nt,2.8,nt,nt,46.9
O=C1CC(C(=O)O)c2ccccc2N1 (stereo not drawn),0.9,2.6,100.7,100.7,94.1,-1.8,-4.1,109.8,5.4
COc1ccc(S(=O)(=O)NCc2ccccc2)cc1,0,7.6,nt,nt,nt,-1.4,nt,nt,96.6*
CCOC(=O)c1ccc(N2C(=O)c3n[nH]c(C)c3C2c2ccc(OC)c(OC)c2)cc1 (stereo not drawn),0.2,-8.7,87.3,85.1,99.1,0.5,0.6,112.1,81.9*
CC(C)COc1ccc2[nH]c3c(c2c1)CCCC3=O,0.9,-13.9,19.5*,92.6,92.0,6.1,5.3,96.7,11.7
CCn1cc(SCC(=O)N2CCOCC2)c2ccccc21,0.4,6.0,107.3,88.1,100.6,1.8,-3.5,120.5,59.1*
O=C(Nc1cccc(C(F)(F)F)c1)C1C2CC3OC(=O)C1C3C2 (stereo not drawn),0.9,0.1,89.3,95.0,91.6,-3.0,-2.1,106.7,9.0
COc1cc(-c2cc(C(=O)O)c3cc4c(cc3n2)OCCO4)cc(OC)c1OC,1.4,-9.6,73.3,94.9,104.2,2.2,-10.8,111.2[fluorescence artefact?],-35.9
Cc1cc(NC(=O)C2CCCN(S(=O)(=O)c3c(C)noc3C)C2)n[nH]1 (stereo not drawn),0.9,-11.9,98.2,87.2,109.7,-2.0,-4.3,130.1,6.7
Cc1ccc(Nc2nc(N)nc(CN3CCN(C)CC3)n2)cc1C,1.2,-4.5,101.8,85.8,97.6,-2.1,-8.6[fluorescence artefact?],116.4,-17.2
CC(=O)c1cc(C#N)c(SCc2ccccc2)nc1C,0.8,-1.0,99.3,91.1,95.4,-3.0,-1.0,105.5[fluorescence artefact?],24.3
CCOc1ccc(C(=O)NCc2ccco2)cc1,0.3,6.7,107.0,96.2,104.2,-4.6,29.1,79.8[fluorescence artefact?],65.5*
CCN1CCN(CC(=O)NC2CCCCC2)C(=O)C1=O,nt,nt,104.4,96.1,94.7,nt,-10.1,118.3,nt
COc1cccc(CN2CCN(C(=O)c3cccc4ccccc34)CC2)c1OC,0.6,-22.3,96.2,67.8,90.0,1.3,0.2,115.6,40.3
CN(C)c1ccc(NC(=O)CSCc2nc3c(nnn3Cc3ccc(F)cc3)c(=O)[nH]2)cc1,0.6,-26.7,89.4,80.5,95.5,4.1,-10.9[fluorescence artefact?],111.1,44.1
Cc1cc(C)c(C(=O)OCCNC(=O)c2cccnc2)cc1C,0.3,-2.1,91.4,91.9,105.3,2.3,-7.8,99.0,73.8*
CCOC(=O)C1=C(N)n2c(s/c(=C\c3cccnc3)c2=O)=C(C#N)C1c1cccnc1 (stereo not drawn),nt,nt,70.2,83.6,100.2,nt,51.6*[fluorescence artefact?],65.4[fluorescence artefact?],nt
Oc1ccc2c(c1)oc1cc(O)ccc12,1.7,nt,56.7,5.2*,75.7,nt,10.9,186.8,-72.5

# Bioassay records deposited in PubChem BioAssay by several laboratories.
